# m-calpain inh = blocks pig calpain II enzyme activity | purified calpain II, fluorogenic peptide substrate, 30 min | inhibition, % at 16 µM | 220,000 compounds, 0.37% hits | AID 1236;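 active = inhibition above about 50%, limit read from the data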
# TbHK1 inh = T. brucei hexokinase 1 inhibition. recombinant TbHK1, G6PDH-coupled NADH A340. 220,000 compounds, 0.11% hits. AID 1430. inhibition, % at 10 µM;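 active = inhibition of 50% or more in the single-dose primary screen; inactive = inhibition below 50%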
# Thrombin inh = thrombin (human) inhibition; P00734; alpha-thrombin, Boc-VPR-AMC fluorogenic substrate cleavage; inhibition, % at 5 µM; 220,000 compounds, 0.26% hits; AID 1046;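 active = inhibition at or above 40%; inactive = inhibition below 40%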;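 note: 0% = enzyme with no compound and 100% = wells without enzyme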
#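 signal = AMC fluorescence, 355/460 nm | material = human alpha-thrombin enzyme | control set = enzyme without compound as high, wells lacking enzyme as low | times = reaction at room temperature | read-out basis = percent inhibition scaled between no-compound controls and no-enzyme blanks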
# PPC-1+TRAIL kill = compounds killing PPC-1 cancer cells with TRAIL present (potentiator screen, no TRAIL-free arm); PPC-1 cells + TRAIL, ATPLite viability luminescence; cell killing (% activity), % at 4 µM; 220,000 compounds, 0.41% hits;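 active = cell killing above 50% in the first pass at 4 µM, then a duplicate retest at 5 µM averaging 50% or more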;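 note: plate controls were cells with TRAIL plus DMSO for no effect and medium-only wells lacking cells for full effect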
# KCC2 mod = modulators of human KCC2 chloride dependent transport; Q9H2X9; KCC2 cells, thallium flux FluoZin-2 fluorescence; B-score of Tl+ flux slope (higher = more flux/activation; lower = inhibition) at 10 µM; 190,000 compounds, 2.2% hits;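 active = thallium flux slope and its plate-corrected score both differing from the plate sample mean at a set confidence after two filtering rounds, in either direction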;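 note: slope of fluorescence scaled to starting intensity during 10 to 20 s after thallium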
# EBV gp42 inh = EBV gp42 inhibition | Q1HVG2 | Fluorescence polarization binding assay, mP read-out | inhibition, % (tested at 21.74 µM) | 220,000 compounds, 0.42% hits | AID 1085; in the data active = inhibition above about 50%
# Target sequence (Q1HVG2 whole entry, looked up): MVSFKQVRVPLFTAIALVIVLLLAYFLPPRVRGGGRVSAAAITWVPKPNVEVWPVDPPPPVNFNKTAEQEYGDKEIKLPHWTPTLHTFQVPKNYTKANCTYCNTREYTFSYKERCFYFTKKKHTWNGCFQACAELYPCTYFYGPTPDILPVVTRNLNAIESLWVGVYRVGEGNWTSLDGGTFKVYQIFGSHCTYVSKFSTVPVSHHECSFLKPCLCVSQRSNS
# Furin inhibitor = blocks human furin protease activity; P09958; purified furin, fluorogenic substrate cleavage; inhibition, % at 30 µM; 220,000 compounds, 0.061% hits; AID 463115; in the data active = inhibition above about 25%; note: inactives centre near -15
# zfTRPN1 agonist = zebrafish TRPN1 (NompC) channel agonism | HEK293 zebrafish TRPN1-YFP, Fluo-8 calcium fluorescence; 100% = response to 87 µM carbachol | activation, % at 3 µM | 220,000 compounds, 0.18% hits | AID 1424;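 active = activation above its plate's cutoff, the mean activation of test wells on that plate plus 3 SD, cut at about 19% in these data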;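 note: 0% = DMSO alone and 100% = 87 µM carbachol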
#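 Material: zebrafish TRPN1-YFP in HEK293 cells. Doses: one dose of 3 µM, 0.3% DMSO. Incubation: dye 1 h 37 °C plus 30 min RT. Measured by: intracellular calcium fluorescence with Fluo-8.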
# TRPML3 agonist = agonists of human TRPML3 channel. 220,000 compounds, 0.29% hits. Q8TDD5. HEK293 TRPML3-YFP, Fluo-8 calcium fluorescence; 100% = the carbachol control signal. activation, % at 3 µM. AID 1448;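 active = activation above its plate's cutoff, the mean activation of the plate's test wells plus 3 SD, cut at about 12% in these data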;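 note: 0% = DMSO only wells and 100% = carbachol wells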
# Target sequence (Q8TDD5 whole entry, looked up): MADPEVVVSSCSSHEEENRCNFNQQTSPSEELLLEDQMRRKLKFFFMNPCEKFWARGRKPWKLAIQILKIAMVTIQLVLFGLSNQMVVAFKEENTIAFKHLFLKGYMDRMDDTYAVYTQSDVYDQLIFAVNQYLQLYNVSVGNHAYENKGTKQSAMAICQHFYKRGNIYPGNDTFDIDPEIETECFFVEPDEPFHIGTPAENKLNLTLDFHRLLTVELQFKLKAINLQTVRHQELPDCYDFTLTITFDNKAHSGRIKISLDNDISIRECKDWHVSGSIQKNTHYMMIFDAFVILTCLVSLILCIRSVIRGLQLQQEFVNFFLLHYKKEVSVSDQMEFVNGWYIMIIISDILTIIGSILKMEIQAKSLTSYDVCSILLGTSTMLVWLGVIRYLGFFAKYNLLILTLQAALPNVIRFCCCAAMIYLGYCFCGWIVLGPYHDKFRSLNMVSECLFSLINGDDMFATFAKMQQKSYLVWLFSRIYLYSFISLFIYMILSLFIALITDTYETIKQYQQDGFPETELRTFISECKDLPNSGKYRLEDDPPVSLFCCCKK
#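 system = HEK293 cells stably carrying human TRPML3-YFP | doses = one concentration, 3 µM nominal, 0.3% DMSO | timing = dye loading 1 h 37 °C then 30 min ambient, 125 s read | detection = Fluo-8 calcium dye fluorescence, ex 470-495, em 515-575 nm | benchmarks = high control carbachol 87 µM, low control DMSO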
# Starred values were filed as active, the others as inactive; i = inactive; nt = no result given; [ ] = another dose, or the depositor's remark. No enrichment for hits, and some 3.6% of all compounds hit somewhere here.
SMILES,m-calpain inh,TbHK1 inh,Thrombin inh,PPC-1+TRAIL kill,KCC2 mod,EBV gp42 inh,Furin inhibitor,zfTRPN1 agonist,TRPML3 agonist
CN(CCc1ccccn1)C(=O)c1nn2c(C(F)(F)F)cc(-c3ccco3)nc2c1Cl,1,-20,2,-2,-5.2*,3,-9,0.7,0.4
Brc1ccc(-c2ncc3ccccn23)cc1,-49,-28,0,20,-3.1,-2,-33,0.9,0.5
CCOC(=O)c1nc(Nc2ccc(C(=O)OC)cc2)c2ccccc2n1,10,-29,4,28,-1.1,-12,-4[20 µM],-0.1,0.0
Cn1ncc(N=Cc2ccc([N+](=O)[O-])cc2)c1C(=O)Nc1ccccc1,-37,-39,-2,-12,1.7,-7,-20,0.9,-0.3
CC1(C)CC2CC(C)(CN2S(=O)(=O)c2cccc(N)c2)C1 (stereo not drawn),-5,3,2,22,0.39,-12,-17[20 µM],0.2,1.5
CC(OCC(O)CN(C)CCOc1ccccc1)c1ccc(Cl)cc1 (stereo not drawn),-2,7,-9,-2,-0.58,-2,-3,0.3,1.7
CN(C)c1nc(NCc2ccccc2)nc(Oc2ccc(=O)[nH]n2)n1,5,-5,6,3,-0.13,-28,-13,0.5,0.2
Cc1ccc(C(=O)N(CC(=O)Nc2ccc(Cl)c(Cl)c2)Cc2ccco2)cc1,2,34,-4,15,1.4,-1,-3,2.0,0.9
Cc1ccc(C(C(=O)NC2CCCCC2)N(Cc2ccco2)C(=O)Cn2cnc3ccccc32)cc1 (stereo not drawn),-33,-6,-4,8,-1.2,-1,1[20 µM],-1.5,-0.4
N#C/C(=C/N1CCOCC1)c1ccccc1,-19,-15,0,25,-0.11,-16,-12,1.5,0.5
COc1ccc(C(CC(=O)N2CCCC2)c2c(O)cc(OC)cc2OC)cc1 (stereo not drawn),-14,-5,4,6,0.4,-14,-20,nt,nt
CC(C)(C)c1ccc(NS(=O)(=O)c2ccc(N)cc2)cc1,-10,-9,-5,6,-0.79,5,-15,-0.6,-0.4
Cn1c(N2CCN(C(=O)Nc3ccc(F)cc3)CC2)nc2ccccc21,-2,-3,-3,3,-0.44,-19,22[20 µM],1.0,0.7
Cc1cccc(C(=O)N2CCC(=O)N(C(COCc3cccc(C(F)(F)F)c3)Cc3ccccc3)CC2)c1 (stereo not drawn),10,8,-1,-6,-0.9,-2,-8,-1.9,-0.6
COC(=O)c1ccc(NC(=O)C(=O)N2CCN(C(=S)Nc3cccc(OC)c3)CC2)cc1,-4,33,2,9,0.048,7,-7,0.6,0.6
Cc1cc(N2C(=O)C=CC2=O)c([N+](=O)[O-])cc1C,-13,6,-3,-2,-0.53,-44,-5,0.6,0.5
Cc1c(Cl)cccc1NC(=O)CN1CCN(CCN=CC2=C(O)CC(c3ccccc3)CC2=O)CC1 (stereo not drawn),-42,-5,-9,10,-0.54,3,-15,-0.1,0.1
O=C(c1cccc(Br)c1)N1CCCC1,-27,-4,4,-20,0.063,-11,-4[20 µM],0.0,0.7
N#Cc1nc(-c2ccc(OCc3ccccc3)cc2)oc1NCCCN1CCOCC1,-336,-18,-5,23,0.37,10,-41,3.9,1.8
O=C(CSc1ncn[nH]1)N(C1CCCCC1)C1CCCCC1,9,-2,-2,6,nt,-4,-6[20 µM],-0.9,0.0
CC(C)CC(NC(=O)CNC(=O)C1O[C@@H]2OC(C)(C)O[C@@H]2[C@H]2OC(C)(C)O[C@@H]12)C(=O)O (stereo partly drawn),16,-5,3,8,1.6,-5,-16,0.9,0.5
CCn1nc(C)c(CN2CCc3c([nH]c4ccccc34)C2C(C)(C)C)c1C (stereo not drawn),-25,-1,1,-1,-0.68,-7,-16,1.1,0.3
CCCN1CCC(=NNc2ccc(S(N)(=O)=O)cc2[N+](=O)[O-])CC1,-18,-7,-7,-1,1.9,-9,-14,-0.9,-0.1
COc1cc(OC)cc(C(=O)Nc2ccc(S(=O)(=O)N(C)C)cc2)c1,10,-2,-1,8,-0.0055,-9,-18,-1.6,-1.6
CCc1cc2c(cc3c(=O)n(CC(=O)NCCCN4CC(C)CC(C)C4)ncn32)s1 (stereo not drawn),-10,1,2,0,-0.096,-23,-15,-0.8,-0.2

# Additional compounds
SMILES,m-calpain inh,TbHK1 inh,Thrombin inh,PPC-1+TRAIL kill,KCC2 mod,EBV gp42 inh,Furin inhibitor,zfTRPN1 agonist,TRPML3 agonist
Cc1ccc(C(C)C)c(OCCNC(=S)Nc2cccc3ccccc23)c1,51*,3,-1,12,nt,-10,-18[20 µM],1.8,-0.4
CN(C)c1nc(OCC(=O)NC(C)(C)C)nc(N(C)C)n1,-46,0,-2,-14,nt,-1,-24[20 µM],0.2,0.7
O=C(N/N=C/c1ccc([N+](=O)[O-])o1)c1cn(-c2ccccc2)nc1-c1ccc(F)cc1,-9,3,-3,2,0.65,-8,-8,-0.4,0.0
CC(C)(C)OC(=O)N1CCN(C(=O)Cn2cc(CCO)nn2)CC1,4,-2,-4,10,0.21,-15,-16,1.6,0.8
O=c1[nH]c2ccccc2n2c(=S)[nH]nc12,19,-24,-12,-5,0.72,8,-9,-1.0,0.5
CCN(CC)CC(C)CNC(=O)CN1C(=O)CSc2ccc(S(=O)(=O)N3CCOCC3)cc21 (stereo not drawn),-21,1,5,18,-1.2,-14,-11,-0.2,-0.3
Cc1c(N)cc(C(=O)N2CCOCC2)cc1[N+](=O)[O-],-6,-6,5,1,0.81,-21,-17,0.7,1.2
O=C(/C=C/c1ccccc1)Nc1sc2c(c1C(=O)O)CCC2,4,-5,2,-2,-3.6,-14,-15,0.3,-0.1
CCOC(=O)c1c(C)oc2c1c(CN1CCN(CCO)CC1)c(O)c1ccccc12,-10,-14,2,-1,0.2,-14,-18,-1.3,0.6
Cc1ccc2c(c1)C(=O)C(=O)N2CC(=O)OC(C)C,-14,7,-1,2,-0.53,-9,-19[20 µM],0.2,0.3
COc1ccc(/C=N/NC(=O)c2nc(-c3ccccc3)n(-c3ccccc3)n2)cc1OC,-26,-12,-7,-3,0.6,0,-21,1.0,0.1
COc1cc(CNCCc2c[nH]c3ccccc23)ccc1OCc1ccc(F)cc1,-5,20,2,27,0.37,-11,-16[20 µM],3.6,3.4
CSc1ccc(-c2nc(CN(C)C3CCOC3)c(C)o2)cc1 (stereo not drawn),-9,-11,0,-11,nt,-11,-30,0.6,1.0
CCCCN(C)CCCNC(=O)CCn1nc(-c2ccccc2)ccc1=O,-10,4,2,22,nt,-11,-3,0.8,0.3
COc1ccc(N2C(=O)/C(=C\c3ccco3)N=C2SCC(N)=O)cc1Cl,-33,-7,-16,16,0.42,1,-6,0.6,0.1
CC(=O)C1=C(O)C(=O)N(c2nccs2)C1c1ccccc1F (stereo not drawn),-23,-38,-3,2,-1.1,-20,-5,-0.3,0.5
CC(=O)CSc1cc(-c2ccccc2)nc2ncnn12,-5,4,5,-8,-0.069,-12,-20,1.9,-0.1
Cc1cccc(/C=C/C(=O)c2ccc(NC3=NCCCS3)cc2)c1,-50,-28,-10,22,0.12,12,-12,-0.5,0.5
O=C1N=C2SCCN2/C1=C\c1c(Cl)cccc1Cl,-17,-20,-3,-5,-0.11,-5,-9[20 µM],-1.5,-0.1
CCC(=O)Nc1ccc2c(c1)C(=O)N(C)C2=O,i,-13,2,-1,-0.67,-33,-14[20 µM],-1.1,0.6
CNc1ncc(C(=O)c2ccc(-c3ccccc3)cc2)s1,-12,-10,3,-2,-1.6,-19,-29,4.2,0.6
CC(Nc1cccc2ccccc12)C(=O)N/N=C/c1ccccn1 (stereo not drawn),-56,-14,-9,4,nt,8,-9[20 µM],-0.2,-0.2
CC(=O)c1ccc(OCCOc2ccc(C#N)cc2)cc1,-7,-6,-7,-8,0.63,-3,-15,1.7,0.6
COc1ccc(NC(=O)CN(C)CC(=O)Nc2cccc(F)c2)cc1Cl,-22,1,-12,35,-0.82,-4,-6,-0.1,0.5
CCc1cc(CC)c(/C=N/NC(N)=O)c(CC)c1,-22,-1,1,18,-0.61,-14,-28,-2.2,-0.6

# New compounds follow
SMILES,m-calpain inh,TbHK1 inh,Thrombin inh,PPC-1+TRAIL kill,KCC2 mod,EBV gp42 inh,Furin inhibitor,zfTRPN1 agonist,TRPML3 agonist
Cn1nccc1C(=O)OCC(=O)Nc1nc(-c2ccccc2)cs1,-27,-5,4,-9,-5.3*,-17,-15,4.2,1.0
N#C/C(=C\c1ccc(F)cc1F)S(=O)(=O)c1ccccn1,21,-4,-7,25,0.12,-22,-17,0.6,0.5
COCC(C)NC(=O)c1cc2cc(OC)ccc2[nH]1 (stereo not drawn),-159,-7,1,-8,0.85,-15,-13,2.2,-0.2
S=C(Nc1ccc(Cl)cc1)c1nc2ccccc2[nH]1,-6,9,-6,26,30*,-3,-23,-3.2,-1.2
Cc1ccc(-n2nc(-c3cccs3)cc2C(=O)NCC2CCCO2)c(C)c1 (stereo not drawn),-9,-9,-2,12,-0.91,7,-19[20 µM],-1.5,-0.5
COc1cc(OC)cc(C(=O)NCC(=O)OCC(=O)/C=C2/N(C)c3ccccc3C2(C)C)c1,-47,-13,-7,2,-1.6,-4,-6,-1.8,0.1
S=c1[nH]ncn1/N=C/c1ccc(Br)cc1,-2,-9,2,-1,-0.025,-20,-9,0.7,0.1
Cc1ccc(C(=O)OCC(=O)N(C)C2CCS(=O)(=O)C2)cc1[N+](=O)[O-] (stereo not drawn),-11,2,-1,9,0.94,-31,-33,1.6,0.7
CCSc1ncc(/C=N/Nc2ccc(F)cc2)n1C,-1,-14,0,4,nt,-18,13,0.4,0.2
C=CCn1cc(/C=C2/NC(=O)NC2=O)c2ccccc21,4,-7,-3,15,0.55,-8,-19,0.3,0.1
COc1cccc(NC(=O)C2CCC(CNS(=O)(=O)c3cccs3)CC2)c1 (stereo not drawn),12,-3,-2,3,-1.6,-6,1,0.8,0.2
O=C(NNC1=C(C(=O)C(F)(F)F)CCC1)c1ccncc1,2,-5,-12,25,-0.016,4,-5,-0.5,1.0
CCOC(=O)c1cnc(-c2ccccc2)nc1Oc1ccc(Cl)cc1,21,2,-3,14,nt,-6,-3[20 µM],0.2,1.1
Cc1nn(C)c(=O)n1-c1ccccc1,-2,1,-1,-3,0.00083,-16,-24,1.1,0.8
CCCc1nc2ccccc2n1CCOC,16,-13,1,3,-1.5,3,-7[20 µM],-0.9,0.8
Cc1ccc(C(=O)Oc2oc(-c3ccco3)nc2C=Nc2ccc(Cl)cc2)cc1,2,1,27,28,0.11,-20,-27[20 µM],-1.9,0.2
Cn1c(NCc2ccco2)nc2c1c(=O)n(Cc1ccc(Cl)c(Cl)c1)c(=O)n2C,86*,-10,-7,6,nt,5,-14,-0.1,0.6

# Gathered by group, the compounds so far with a thiophene ring, fused or not (four)
SMILES,m-calpain inh,TbHK1 inh,Thrombin inh,PPC-1+TRAIL kill,KCC2 mod,EBV gp42 inh,Furin inhibitor,zfTRPN1 agonist,TRPML3 agonist
CCc1cc2c(cc3c(=O)n(CC(=O)NCCCN4CC(C)CC(C)C4)ncn32)s1 (stereo not drawn),-10,1,2,0,-0.096,-23,-15,-0.8,-0.2
O=C(/C=C/c1ccccc1)Nc1sc2c(c1C(=O)O)CCC2,4,-5,2,-2,-3.6,-14,-15,0.3,-0.1
Cc1ccc(-n2nc(-c3cccs3)cc2C(=O)NCC2CCCO2)c(C)c1 (stereo not drawn),-9,-9,-2,12,-0.91,7,-19[20 µM],-1.5,-0.5
COc1cccc(NC(=O)C2CCC(CNS(=O)(=O)c3cccs3)CC2)c1 (stereo not drawn),12,-3,-2,3,-1.6,-6,1,0.8,0.2
